Bioassay records as filed in PubChem.
Yeast lifespan up = yeast lifespan extension | S. cerevisiae growth with nicotinamide, OD615; deaD strain in restrictive glucose medium | hit rate 0.68% among 130,000 | inhibition of the nicotinamide effect, % at 10 µM | AID 775;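 active = inhibition above a set limit, placed 3 SD over the median of all compounds, cut at about 26% in these data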;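 note: 0% = nicotinamide-treated wells and 100% = cells grown without nicotinamide; some compounds called inactive have numbers as strong as hits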
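Test system – modified budding yeast, DeaD strain · Compound – single dose 10 µM compound, 0.25% DMSO · Times – culture preincubation 4 h, compound exposure 48 h, both 30 °C · Detection – optical density (absorbance) at 615 nm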
Phagocyt inh = macrophage phagocytosis inhibition; J774A.1 macrophage IgG-bead phagocytosis, imaging; inhibition, % at 5 µM; hit rate 0.07% among 110,000;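 active = inhibition above the mean of the plate negative controls plus 5 SD, cut at about 13% in these data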;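 note: phagocytic index as fraction of beads internalized from green versus red external bead signal; plate controls were DMSO negative control for no effect and cytochalasin-D positive control for full effect; some results beyond the cut were filed as inactive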
GALR2 blocker = GALR2 (human) receptor antagonism. GALR2-expressing cells, antagonist mode. inhibition, % at 4 µM. hit rate 0.39% among 140,000. AID 828; in the data active = inhibition above about 27%;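 note: cells stimulated with galanin 1-16 at roughly its EC80; 0% = agonist challenge control and 100% = basal control without agonist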
Target sequence (O43603 whole entry, looked up): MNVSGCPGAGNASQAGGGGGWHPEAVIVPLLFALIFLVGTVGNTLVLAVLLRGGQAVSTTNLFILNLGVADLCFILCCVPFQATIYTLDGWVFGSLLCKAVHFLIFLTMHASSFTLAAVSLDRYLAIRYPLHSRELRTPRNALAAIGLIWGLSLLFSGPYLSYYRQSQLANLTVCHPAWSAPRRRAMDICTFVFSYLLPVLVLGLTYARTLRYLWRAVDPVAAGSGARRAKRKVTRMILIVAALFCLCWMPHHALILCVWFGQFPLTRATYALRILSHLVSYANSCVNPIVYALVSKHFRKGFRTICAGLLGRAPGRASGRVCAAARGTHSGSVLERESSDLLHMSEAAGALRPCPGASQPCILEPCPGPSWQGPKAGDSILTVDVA
bCat KO growth = beta-catenin-lacking colon tumor cell growth suppression | HCT116 beta-catenin knockout viability, CellTiter-Glo, 60 h; hits give low values | viability, % at 10 µM | hit rate 1.5% among 140,000 | AID 818;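 active = viability at or under a set limit, the compound median less 4 SD, cut at about 6% in these data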;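 note: 0% = Hyamine 1622 control at 20 µM and 100% = untreated cell control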
PTEN del growth = PTEN-deleted cell growth suppression | HCT116 PTEN-null viability, CellTiter-Glo, 60 h; hits give low values | viability, % at 10 µM | hit rate 1.2% among 140,000 | AID 827;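 active = viability at or below a set limit, 4 SD under the median of all tested compounds, cut at about 3.7% in these data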;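 note: PTEN knockout HCT116 line with beta catenin targeted HCT116 as companion control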
MRP-1 activ = activators of MRP-1; AID 799; hit rate 0.61% among 140,000; H69AR cells + doxorubicin, viability rescue, CellTiter-Glo; viability increase, % at 10 µM;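 active = viability gain under doxorubicin at or above a set limit, the compound median plus 3 SD, cut at about 4.7% in these data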;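 note: MRP-1 overexpressing cells given doxorubicin 25 µM after compound pretreatment; 18-22 h compound pretreatment then 72 h with doxorubicin before readout; 0% = doxorubicin-only wells and 100% = vehicle-treated cells without doxorubicin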
Yeast growth inh = reduces growth of yeast BB579 in restrictive medium | S. cerevisiae BB579 growth, OD615, 48 h | inhibition, % at 10 µM | hit rate 0.51% among 140,000 | AID 804;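 active = inhibition above a set limit, 3 SD over the mean compound inhibition, cut at about 44% in these data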; note: inactives centre near -24
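System: Saccharomyces cerevisiae DeaD strain BB579, replicative lifespan model yeast. Buffer or medium: restrictive glucose-based CSMM-D medium. Doses: one dose, 10 µM compound with 0.25% DMSO. Timing: 4 h preincubation and 48 h exposure at 30 °C. Detection: turbidity as optical density at 615 nm. Benchmarks: amphotericin B 10 µg/mL, positive.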
E-sel TNF inh = blocks E-selectin expression induced by TNF alpha; HUVEC TNFa-induced E-selectin immunofluorescence, high content; inhibition, % at 2 µM; hit rate 0.71% among 120,000; AID 1246;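 active = inhibition above the batch mean plus 3 SD, and confirmed as a hit on visual image review, cut at about 43% in these data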;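 note: 0% = TNF-stimulated DMSO wells and 100% = unstimulated control wells; not every result past the cut was called active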
Measles CPE = protection of cells from measles virus | Measles virus-infected cells, CPE protection, absorbance | protection (pct of control), % at 4 µM | hit rate 1.5% among 140,000; in the data active = protection mostly above about 24%, no sharp cut-off; inactive = mostly below about 26%; note: some compounds called inactive have numbers as strong as hits
NPY Y2 blocker = NPY-Y2 (human) receptor antagonism; inhibition, % at 2.7 µM; P49146; AID 793; NPY-Y2 expressing cells, antagonist mode; hit rate 0.99% among 140,000; in the data active = inhibition above about 17%;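 note: 0% = vehicle with agonist challenge and 100% = reference antagonist with challenge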
Target sequence (P49146 whole entry, looked up): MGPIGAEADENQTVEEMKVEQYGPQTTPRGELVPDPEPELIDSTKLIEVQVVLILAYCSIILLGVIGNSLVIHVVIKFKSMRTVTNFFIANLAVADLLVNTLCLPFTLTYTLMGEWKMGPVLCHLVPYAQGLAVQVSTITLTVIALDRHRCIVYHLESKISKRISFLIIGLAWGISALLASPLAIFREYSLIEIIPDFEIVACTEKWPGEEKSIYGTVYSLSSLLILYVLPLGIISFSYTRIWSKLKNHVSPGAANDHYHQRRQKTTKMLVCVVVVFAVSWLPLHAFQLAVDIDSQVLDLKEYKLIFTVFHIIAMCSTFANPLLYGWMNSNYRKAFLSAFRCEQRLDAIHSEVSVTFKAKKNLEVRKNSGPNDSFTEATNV
Starred values were filed as active, the others as inactive; / = no result given. No enrichment for hits; 6.1% or so of the library scored in one or more.

SMILES	Yeast lifespan up	Phagocyt inh	GALR2 blocker	bCat KO growth	PTEN del growth	MRP-1 activ	Yeast growth inh	E-sel TNF inh	Measles CPE	NPY Y2 blocker
Cc1cccc(OCCOc2ccc(/C=N/NC(=O)Cc3nnc(N)s3)cc2)c1	-9	-1	0	101	96	-0.6	-31	/	9	-1
NC(CC(=O)O)c1cccc(OCc2ccccc2)c1 (centres undefined)	6	-2	11	100	94	-2.3	-24	-45	14	1
CCOC(=O)c1cnc(-c2ccccc2)nc1N(C)C	-16	0	10	94	86	-1.8	-12	0	13	8
OCCn1c(SCCOc2ccccc2)nc2ccccc21	7	0	4	95	97	-1.8	6	-29	15	1
CCOC(=O)c1c(C)[nH]c(C)c1C(=O)COC(=O)/C=C/c1ccc(OC(F)F)cc1	-2	-4	1	66	56	-2.2	-30	-5	3	1
O=C(CN(Cc1ccccc1F)S(=O)(=O)c1ccc(Cl)cc1)NCCCO	-4	-1	2	91	90	-3.5	11	14	23	1
c1ccc(Cn2ncc3c(NCc4ccco4)ncnc32)cc1	-9	0	16	79	79	-4.5	-43	-33	1	1
O=C(O)CCCCCNC(=O)c1ccncc1	-11	/	-4	84	88	-0.9	-50	40	0	0
O=C(C1CCCN(Cc2ccncc2)C1)N1CCc2ccccc2C1 (centres undefined)	0	-5	4	86	96	-3.0	-9	22	8	0
NS(=O)(=O)c1ccc(NC(=S)NC2CCCCCC2)cc1	12	-3	-3	65	62	-4.1	-62	8	14	1
c1nc(NCCN2CCOCC2)c2sc3nc(N4CCOCC4)c4c(c3c2n1)CCC4	/	-1	-14	86	89	-3.5	0	66*	24	-1
CCc1cccc(NC(=O)CCS(=O)(=O)c2cccc3nonc23)c1	2	-4	4	84	95	-0.9	-55	-30	8	2
CCOc1ccc(Cn2c(=O)oc3ccc(C)cc32)cc1OC	-12	-1	-10	91	88	1.1	-28	-16	7	1
CCn1c(/C(C#N)=N/O)nc2ccccc21	3	0	-17	97	96	-0.9	-61	9	5	3
CCN(CC(=O)NC1CCS(=O)(=O)C1)S(=O)(=O)c1ccc(C)c(C)c1 (centres undefined)	-3	/	-12	95	98	-1.7	-41	/	5	3
CN(C)c1ccc(N=Cc2nc(-c3ccccc3)oc2OC(=O)c2ccccc2)cc1	7	-5	13	90	90	-1.5	-79	-8	19	0
Cc1cccc(OCCOCCN2CCOCC2)c1C	-7	1	-12	100	102	-0.4	-14	/	9	2
O=C1CC(c2ccc(Cl)c(Cl)c2)CC(O)=C1C=NCCN1CCNCC1 (centres undefined)	-7	0	-4	81	90	-1.3	-47	/	5	4
Cc1nn(CCc2n[nH]c(=S)n2-c2ccc(F)c(Cl)c2)c(C)c1[N+](=O)[O-]	-15	/	-6	104	102	-1.6	-13	4	2	3
CC1(C)CC(=O)c2sc(NC(=O)C3CC3)nc2C1	-7	0	0	105	109	1.3	-25	/	13	-2
N/C(=N\OC(=O)C1CCCCC1)c1cccc([N+](=O)[O-])c1	-12	-3	0	98	100	-1.2	4	4	2	1
COC(=O)CSc1nnc(CNC(=O)Cc2ccccc2)n1-c1ccccc1OC	-5	-2	-25	98	91	-3.6	1	-15	21	0
CCOc1ccccc1C1CC(=O)NC2=C1C(=O)CCC2 (centres undefined)	-2	4	-1	29	28	-3.1	-25	-13	3	1
CC1(C)Cc2c(c(=S)nc(-c3ccccc3)n2CCO)CO1	-3	1	-10	101	105	0.2	-10	-14	12	-2
CCOC(=O)c1c(C)[nH]c(C=C2C(=O)CCCC2=O)c1O	8	3	-4	91	92	-1.4	-31	/	4	3

Other compounds follow:
SMILES	Yeast lifespan up	Phagocyt inh	GALR2 blocker	bCat KO growth	PTEN del growth	MRP-1 activ	Yeast growth inh	E-sel TNF inh	Measles CPE	NPY Y2 blocker
CCOc1cc2[nH]c(=S)n(CCCN3CCOCC3)c(=O)c2cc1OCC	-19	1	9	94	90	-0.4	-40	/	2	1
O=C(CCSCCC(=O)NCc1ccc(F)cc1)NCc1ccc(F)cc1	7	-8	-3	99	99	1.0	2	/	14	1
Cc1c(Cl)cnc(NC(=O)COC(=O)CCC(=O)c2cccs2)c1Cl	-7	-8	-3	93	96	-1.0	-4	/	8	3
Cc1ccc(N2CCN(/N=C/C=C/c3ccccc3)CC2)cc1	-3	-14	-10	77	78	-1.1	9	/	10	5
COc1ccc(CN/C(C)=C(/C#N)C(N)=O)cc1OC	13	-2	-5	106	97	0.3	-43	/	11	0
Cc1cccc(NC(=O)Cn2c([N+](=O)[O-])cnc2C)c1C	10	-1	3	91	93	0.5	-2	/	3	3
Cc1occc1C(=O)N1CCCc2ccccc21	-6	0	-10	97	90	-2.4	-19	19	21	2
COc1ccc(OC)c2c1sc(=NC(=O)CN1C(=O)CCC1=O)n2C	-11	0	4	100	97	-4.2	-33	/	15	4
COc1cc(C(O)c2nc3ccccc3n2C)cc(OC)c1OC (centres undefined)	-4	-1	21	73	66	-2.6	-37	/	5	0
O=C(O)C1C(C(=O)Nc2ccc(Cl)cc2)C2C=CC1C21CC1 (centres undefined)	-6	2	-4	101	100	0.2	-14	-7	2	3
Cc1cc(C)cc(NC(=O)N2CCC(NC(=O)c3ccccc3C)CC2)c1	/	/	-4	95	103	-0.9	-10	-19	14	-2
Cc1c(C(=O)NCc2ccccc2)oc2ccc(S(=O)(=O)N3CCC4(CC3)OCCO4)cc12	-7	0	2	76	66	-1.8	-34	-2	15	-2
C=COCCn1c(-c2nonc2N)nc2ccccc21	-11	2	2	81	84	-1.9	-27	16	16	10
CN(CC1COc2ccccc2O1)C(=S)Nc1ccccc1F (centres undefined)	-5	4	-5	90	83	0.3	-5	/	34	3
O=c1c2cnn(-c3ccccc3)c2nc(-c2ccco2)n1-c1ccccc1	-14	-1	-21	48	45	-1.4	-107	-2	35*	5
Brc1ccc(-c2cn3nc4c(nc3n2)CCCC4)cc1	-5	2	-1	91	86	-0.8	-14	5	4	1
COc1ccc(OC)c2[nH]c(=O)c(CCNC(=O)c3ccc(S(=O)(=O)N(C)C)cc3)cc12	-4	/	4	105	105	-1.9	-24	-23	12	1
O=C(Oc1ccccc1C(=O)N1CCOCC1)c1ccc(Br)cc1	-14	0	-3	90	98	0.8	-35	-3	6	5
c1ccc(-n2c(Cc3cn4ccsc4n3)nnc2N2CCOCC2)cc1	-18	3	-2	101	109	-1.7	-30	-19	18	1
O=C(Nc1cc(N2CCOCC2)ncn1)NC1(C(F)(F)F)Oc2ccccc2O1	/	/	-11	60	67	-3.5	-22	-2	6	2
CCSc1nnc(NC(=O)CSc2nc3c(c(=O)n2-c2ccccc2)SCC3)s1	/	/	3	88	95	-2.6	-26	3	3	3
CCCCc1ccc(C2C(C#N)=C(N)SC(N)=C2C#N)s1	-26	1	-7	91	95	-1.8	-10	/	2	-1
Cc1ccc(N2CCN(C(=O)CNS(=O)(=O)c3ccc(Br)s3)CC2C)cc1 (centres undefined)	17	/	-9	88	79	0.9	-25	-24	13	1
CC1(C)Cc2ccccc2-c2nnc(-c3ccccc3)n21	-4	0	2	93	84	-3.6	-3	-39	13	8
COc1cc(C2C(C#N)=C(N)OC3=C2C(=O)CC(C)(C)C3)c([N+](=O)[O-])cc1OC (centres undefined)	-9	/	8	98	107	-1.6	-19	-16	6	1

Remaining list, next part
SMILES	Yeast lifespan up	Phagocyt inh	GALR2 blocker	bCat KO growth	PTEN del growth	MRP-1 activ	Yeast growth inh	E-sel TNF inh	Measles CPE	NPY Y2 blocker
CCC(C(=O)Nc1ncccn1)(C(F)(F)F)C(F)(F)F	-20	0	6	87	103	-0.3	-16	-15	21	-3
O=C1C=C(NCc2ccccc2)CCC1	-3	-8	-8	98	102	0.6	12	/	13	2
CC(=O)N(C)C1(c2nnnn2CCOC(=O)Nc2ccc(Cl)cc2)CCCCC1	-7	1	1	95	108	-0.9	-46	8	4	0
O=c1[nH]c2cc3c(cc2cc1CN(Cc1ccccc1)Cc1nnnn1Cc1ccco1)OCCO3	-6	-1	-1	81	66	-5.0	-40	-24	21	4
O=C(COC(=O)/C=C/c1ccc(F)cc1)Nc1ccccc1-c1ccccc1	1	-7	-5	84	88	0.2	-19	/	15	18*
Clc1ccc(-c2nc(N3CCCCC3)nc3ccccc23)cc1	/	/	18	79	78	-0.2	-37	-25	4	3
Cc1cc(/C=C2/NC(=O)N(Cc3ccccc3F)C2=O)c(C)n1-c1ccccn1	6	-3	11	88	85	0.1	-52	4	4	4
Cn1c(Sc2ccc(Br)cc2)c(C=O)c2ccccc21	-7	0	21	51	42	-6.5	-31	17	18	5
CCCn1c(SCC(=O)N2CCCCC2)nnc1-c1ccco1	-13	-1	-3	92	98	-1.5	-10	-12	12	2
COc1ccccc1CN1C(=S)SC(C)(C)C1NO (centres undefined)	-4	-1	-13	75	78	-1.4	-50	-4	16	1
N#Cc1nc(COc2ccc(Cl)cc2)oc1N1CCCC1	-10	-1	1	72	68	2.5	-15	-10	4	7
C/C(=N\O)C(=O)NCc1ccncc1	-1	1	-11	94	99	-1.1	-18	/	8	1
Cc1cccc(NC(=O)/C(=C\c2ccco2)NC(=O)c2ccccc2)c1	-8	-2	-2	99	109	0.7	-25	5	15	1
CN1C(=O)CSC1=NCC12CC3CC(CC(C3)C1)C2	6	-2	16	86	82	-0.1	-57	2	13	1
COc1ccccc1/C=C/C1(C(=O)NC2CCCC2)CC(=O)N1c1ccc(F)cc1 (centres undefined)	/	/	-5	17	15	-8.3	-45	-28	2	13
C=CCCCCc1nc2ccccc2c(=O)n1N	-3	0	0	95	98	-0.6	-50	-2	2	1
COc1cc(NC(=O)c2cccs2)c(C(=O)OCC(=O)c2cc(C)n(-c3ccc(F)cc3)c2C)cc1OC	-1	-4	1	80	86	-2.5	-11	-19	14	2
O=C(Cn1cc(C(=S)N2CCOCC2)c2ccccc21)N1CCOCC1	-10	0	-5	94	97	-2.0	-20	-8	7	1
O=C(Nc1ccc2c(c1)OCCO2)C1CCN(c2nnnn2-c2ccccc2)CC1	-9	0	-11	80	71	0.3	-21	9	29	5
O=C(NN1C(=O)C2C3C=CC(C4CC34)C2C1=O)c1ccc(Cl)cc1 (centres undefined)	-5	/	1	92	95	0.3	-3	29	31	2
CCOc1nonc1C(=N)/C(C(C)=O)=C(\C)O	0	0	-6	97	104	-1.9	-48	1	12	0
CC1CCCCN1C(=O)c1cc(-c2ccc(Cl)c(Cl)c2)on1 (centres undefined)	-8	-2	-1	90	78	-1.5	3	11	46*	6
O=C(Cc1c(O)c2ccccc2[nH]c1=O)NC1CCCCCC1	-4	1	10	92	92	0.2	-33	/	14	2

Structures shown so far with a COOH group, in the order listed:
SMILES	Yeast lifespan up	Phagocyt inh	GALR2 blocker	bCat KO growth	PTEN del growth	MRP-1 activ	Yeast growth inh	E-sel TNF inh	Measles CPE	NPY Y2 blocker
NC(CC(=O)O)c1cccc(OCc2ccccc2)c1 (centres undefined)	6	-2	11	100	94	-2.3	-24	-45	14	1
O=C(O)CCCCCNC(=O)c1ccncc1	-11	/	-4	84	88	-0.9	-50	40	0	0
O=C(O)C1C(C(=O)Nc2ccc(Cl)cc2)C2C=CC1C21CC1 (centres undefined)	-6	2	-4	101	100	0.2	-14	-7	2	3
